# Screening data as filed in PubChem BioAssay.
# HIF act = HIF pathway transcriptional activation. U2OS HRE-luciferase reporter, luminescence; normalized: DMSO 0%, desferrioxamine 100%. activation, % at 7.5 µM (by protocol). 300,000 compounds, 0.32% hits. AID 1910;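 active means mean activation of at least 10% of the iron chelator positive control signal, with at least half of replicates also reaching 10%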
# TRPC4 agonist = TRPC4 (mouse) channel activation. AID 2237. 310,000 compounds, 0.49% hits. HEK293 TRPC4beta/mu-opioid, Fluo4 calcium fluorescence; active compounds read high. B-score at 10 µM;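 active means B-score above 5 SD of library B-scores, and initial fluorescence ratio not above library mean plus 5 SD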;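 further: positive B-score marks a calcium rise read as TRPC4 activation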
# Target sequence (Q9QUQ5 whole entry, looked up): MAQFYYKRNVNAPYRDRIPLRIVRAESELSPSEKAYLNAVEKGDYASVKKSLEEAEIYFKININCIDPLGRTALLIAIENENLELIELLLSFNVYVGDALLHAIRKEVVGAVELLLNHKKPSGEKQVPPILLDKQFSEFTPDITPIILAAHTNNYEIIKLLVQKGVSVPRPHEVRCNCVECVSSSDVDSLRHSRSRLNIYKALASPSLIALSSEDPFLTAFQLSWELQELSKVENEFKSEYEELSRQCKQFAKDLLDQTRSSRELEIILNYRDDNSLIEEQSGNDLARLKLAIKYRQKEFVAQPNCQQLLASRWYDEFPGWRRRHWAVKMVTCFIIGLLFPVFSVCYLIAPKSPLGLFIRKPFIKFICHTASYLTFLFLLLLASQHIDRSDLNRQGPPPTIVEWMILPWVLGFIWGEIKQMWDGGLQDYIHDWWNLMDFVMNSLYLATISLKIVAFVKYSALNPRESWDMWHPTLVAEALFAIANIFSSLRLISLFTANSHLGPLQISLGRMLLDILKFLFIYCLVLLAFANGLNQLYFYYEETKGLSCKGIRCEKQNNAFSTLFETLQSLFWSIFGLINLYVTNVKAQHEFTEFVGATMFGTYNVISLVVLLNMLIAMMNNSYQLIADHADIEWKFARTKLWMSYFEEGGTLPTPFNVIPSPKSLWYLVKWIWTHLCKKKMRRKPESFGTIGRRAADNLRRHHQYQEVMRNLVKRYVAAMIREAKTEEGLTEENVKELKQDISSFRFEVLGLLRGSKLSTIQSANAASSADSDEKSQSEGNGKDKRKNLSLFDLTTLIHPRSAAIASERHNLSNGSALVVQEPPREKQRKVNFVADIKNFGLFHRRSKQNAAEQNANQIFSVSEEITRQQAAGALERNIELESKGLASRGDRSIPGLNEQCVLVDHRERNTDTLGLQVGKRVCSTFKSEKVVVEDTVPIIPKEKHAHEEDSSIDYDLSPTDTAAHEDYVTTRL
#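 Incubation: 45 min room-temperature Fluo4 loading, 110 s read / System: HEK293 cells stably co-expressing mouse TRPC4beta and mu-opioid receptor / Signal: Fluo4 fluorescence, kinetic / Control set: buffer (low) and maximal DAMGO (high) / Measure: integrated baseline-normalised fluorescence ratio, converted to per-well B score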
# KLF5 inhibitor = kruppel-like factor 5 inhibition; DLD-1 KLF5 promoter-luciferase reporter, luminescence; AID 1700; inhibition, % at 5 µM; 290,000 compounds, 0.23% hits;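 active means inhibition above a per-plate limit of that plate's mean compound inhibition plus 3 SD, cut at about 60% in these data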;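 further: 0% = DMSO wells and 100% = LY294002 at 200 µM; higher means less KLF5 promoter-driven luciferase light; inactives centre near -14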
# aSyn UTR inh = 5' untranslated region of α-synuclein, MLPCN primary screen; 300,000 compounds, 0.82% hits; alpha-synuclein 5'UTR reporter, inhibitor activity; inhibition, % (tested at 7.5 µM); AID 1813; in the data active means inhibition above about 60%;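 further: H4 neuroglioblastoma cells stably carrying SNCA 5'UTR luciferase fusion; 0% = DMSO wells and 100% = positive control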
# TRPC6 inh = mouse TRPC6 channel inhibition; B-score at 10 µM; Q61143; HEK293-TRPC6, membrane potential dye, ACh-evoked depolarization; active compounds read low; 310,000 compounds, 1.1% hits;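 active means B-score under library mean minus 3 SD, initial fluorescence not abnormally high, positive integrated signal ratio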;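 further: B-score derived from integrated fluorescence ratio over the kinetic read; more negative B-score means stronger inhibition of depolarization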
# IEC-6 tox = kills IEC-6 intestinal cells in KLF5 counter-screen. AID 1825. inhibition, % at 5 µM. IEC-6 cytotoxicity, luminescence viability. 290,000 compounds, 0.78% hits; in the data active means inhibition above about 22%;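 further: 0% = plate median of test compound wells and 100% = cytotoxic reference compound wells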
# TRPC6 activator = activates the mouse TRPC6 cation channel | Q61143 | B-score at 10 µM | AID 2550 | HEK293-TRPC6 membrane potential dye fluorescence; active compounds read high | 310,000 compounds, 0.13% hits;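 active means B-score of the integrated fluorescence ratio above library mean plus 3 SD, and starting fluorescence ratio within library mean plus 5 SD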;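 further: higher score means more depolarization so channel activation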
# TRPC4 inh = inhibitors of mouse TRPC4 channel. Q9QUQ5. HEK293 TRPC4beta/mu-opioid, DAMGO-evoked Fluo4 calcium flux; active compounds read low. B-score at 10 µM. 300,000 compounds, 0.39% hits. AID 2247;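 active means B-score over 3 SD under the library average, no early fluorescence shift, positive overall ratio signal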
#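 System: stable TRPC4beta/mu-opioid receptor HEK293 cells; Dosing: single-point compound dosing; Measured by: Fluo4 Ca2+ flux fluorescence; Read-out basis: per-well B score of integrated baseline-normalized Fluo4 ratio.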
# SKKanGAS inh = SKKanGAS growth inhibition; inhibition, % at 7.5 µM; 300,000 compounds, 1.3% hits; AID 1662; S. pyogenes SKKanGAS, kanamycin growth, BacTiter-Glo, 6 h;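 active means mean replicate score, as percent of positive control median, at least 50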;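 further: strain carries kanamycin resistance gene driven by streptokinase promoter and grows in 40 µg/ml kanamycin; loss of luminescence reflects streptokinase promoter inhibition or plain growth inhibition; 0% = median of DMSO wells and 100% = positive control at its reference dose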
# TRPC4 potent = allosterically enhances the mouse TRPC4 cation channel; B-score at 10 µM; HEK293 TRPC4beta/mu-opioid, DAMGO EC20, Fluo-4 Ca2+ flux; active compounds read high; 310,000 compounds, 0.42% hits;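 active means B-score of calcium response area above 5 SD of library B-scores, with initial fluorescence ratio within 5 SD of library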;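 further: B-score of integrated fluorescence ratio over time as area under calcium response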
# MrgX1 antag = human MrgX1 receptor antagonism, primary screen; B-score at 10 µM; 310,000 compounds, 1.3% hits; Q96LB2; MRGX1-HEK293 calcium flux, Fluo-4, BAM8-22 antagonism; active compounds read low;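 active means calcium-response B-score plate-corrected more than 3 library SD below zero, starting fluorescence within 5 deviations, no agonist response on first addition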;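 further: peak minus trough fluorescence over baseline after final BAM8-22 challenge near maximal dose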
# * = called active by the depositor; i = inactive; nt = not tested or not shown.
SMILES,HIF act,TRPC4 agonist,KLF5 inhibitor,aSyn UTR inh,TRPC6 inh,IEC-6 tox,TRPC6 activator,TRPC4 inh,SKKanGAS inh,TRPC4 potent,MrgX1 antag
COc1ccccc1NS(=O)(=O)c1cccc(-n2c(O)c(C=Nc3ccccc3C(=O)O)c3ccccc3c2=O)c1,5.5,i,6,-66,i,8,i,i,7,i,i
Cc1cccc(-c2cc(C(=O)Nc3sc(C)c(C)c3C(N)=O)c3ccccc3n2)c1,-0.4,i,-2,43,i,2,i,i,13,i,i
O=c1c2c(nc3c(-c4ccccc4)c[nH]n13)CCC2,0.2,i,-20,-37,i,2,i,i,16,i,i
COC(=O)c1ccc2c(=O)n(CC3CCCO3)c(SCC(=O)Nc3ccccc3Cl)nc2c1 (stereo not drawn),1.1,i,-23,-36,i,1,i,i,4,i,i
CCCCCCNC(=O)c1ncn[nH]1,-0.4,i,8,-8,i,-2,i,i,2,i,i
O=C(OCC(=O)N(C1CCCCC1)C1CCCCC1)c1ccc(O)cc1,-12,i,-25,4,i,-9,i,i,2,i,i
N#CCCOC1(C#CCN2CCCC2)CCCCC1,-0.1,i,-48,9,i,-3,i,i,1,i,i
CN(C)c1ccc(C2Nc3ccccc3C(=O)N2CCN2CCNC2=O)cc1 (stereo not drawn),-0.3,i,-13,24,i,-1,i,i,-7,i,i
COc1ccccc1CNC(=O)COC(=O)c1ccc(NC(N)=O)cc1,-0.7,i,-10,12,i,3,i,i,6,i,i
COc1ccccc1Nc1nc2ccccc2n1C,3.1,i,-72,-122,i,-5,i,i,-1,i,-4.8*
C=CCN1CCN(C(=O)CCCc2ccccc2)CC1,-9.6,i,-30,59,i,-4,i,i,0,i,i
CCn1cc(C(=O)Nc2sc(C)c(C)c2C(=O)OC)cn1,0.7,i,-6,-32,i,2,i,i,-11,i,i
CC(Sc1nncn1C)C(=O)Nc1nnc(C(C)C)s1 (stereo not drawn),0.8,i,-25,-8,i,-5,i,i,-3,i,i
CCc1ccccc1NS(=O)(=O)c1ccc2[nH]cc(C(=O)NCC3CCCO3)c(=O)c2c1 (stereo not drawn),-24,i,-21,6,i,1,i,i,-1,i,i
S=c1nc[nH]c2c1cnn2Cc1ccccc1,-26,i,-58,14,i,-2,i,i,12,i,i
Cc1ccc(OCC(=O)NCCCNC(=O)c2ccccn2)cc1C,-0.3,i,-4,26,i,1,i,i,2,i,i
Cc1cccc(NC(=O)c2cccc(S(=O)(=O)N3CCCCC3)c2)c1,0.8,i,-30,-10,i,2,i,i,-7,i,i
CC(=O)Nc1ccc(NC2CCCCC2NS(=O)(=O)c2ccccc2)cc1 (stereo not drawn),-0.4,i,-23,-13,i,2,i,i,1,i,i
COC(=O)c1ccc(NC(=S)NC2CC2)cc1,4.0,i,-58,-25,i,-4,i,i,1,i,i
CCOC(=O)C1(CCc2ccccc2)CCN(Cc2ccc(O)cc2)CC1,-1.7,49*,-35,-36,i,4,i,-6*,-6,i,i

# Ordered by number of heavy atoms (smallest number first): part of the list above.
SMILES,HIF act,TRPC4 agonist,KLF5 inhibitor,aSyn UTR inh,TRPC6 inh,IEC-6 tox,TRPC6 activator,TRPC4 inh,SKKanGAS inh,TRPC4 potent,MrgX1 antag
O=c1c2c(nc3c(-c4ccccc4)c[nH]n13)CCC2,0.2,i,-20,-37,i,2,i,i,16,i,i
CCn1cc(C(=O)Nc2sc(C)c(C)c2C(=O)OC)cn1,0.7,i,-6,-32,i,2,i,i,-11,i,i
CC(=O)Nc1ccc(NC2CCCCC2NS(=O)(=O)c2ccccc2)cc1 (stereo not drawn),-0.4,i,-23,-13,i,2,i,i,1,i,i
CCc1ccccc1NS(=O)(=O)c1ccc2[nH]cc(C(=O)NCC3CCCO3)c(=O)c2c1 (stereo not drawn),-24,i,-21,6,i,1,i,i,-1,i,i

# Further entries
SMILES,HIF act,TRPC4 agonist,KLF5 inhibitor,aSyn UTR inh,TRPC6 inh,IEC-6 tox,TRPC6 activator,TRPC4 inh,SKKanGAS inh,TRPC4 potent,MrgX1 antag
O=C(Nc1ccc(Cl)cc1)Nc1ccc(Oc2cccnc2)nc1,1.5,i,-47,-55,i,4,i,i,-1,i,-7*
CCOC(=O)Nc1ccc2c(c1)N(C(=O)CCN1CCN(C)CC1)c1ccccc1S2,-0.1,i,21,-9,i,9,i,i,9,i,i
COc1ccc(-n2c(C)ccc2C)c([N+](=O)[O-])c1,-0.3,i,1,-20,i,6,i,i,2,i,i
CCc1ccccc1NC(=S)N(CCN1CCCCCC1)Cc1ccco1,-1.5,i,3,-3,i,1,i,i,-5,i,i
CCOC(=O)CSc1nc2c(sc(=S)n2-c2ccccc2OC)c(=O)n1-c1ccccc1OC,0.2,i,-14,-1,i,0,i,i,8,i,i
CC1=NNC(=O)C1CCC(=O)N/N=C\c1ccc(Cl)c(Cl)c1 (stereo not drawn),0.3,i,-5,16,i,-1,i,i,2,i,i
COc1cc(OC)nc(Oc2ccccc2/C=N/O)n1,0.0,i,nt,12,i,nt,i,i,-1,i,i
O=C1C(Cl)=C(N2CCCCC2)C(=O)N1c1ccccc1,-0.5,i,-32,-8,i,4,i,i,-2,i,i
O=C(Cc1csc(NC(=O)Nc2ccc(Cl)cc2)n1)NCc1cccnc1,1.8,i,nt,-45,i,nt,i,i,48,i,i
CCN(CC)S(=O)(=O)c1ccc(N2CCOCC2)c(NC(=O)Cc2ccccc2F)c1,0.2,i,-15,7,i,1,i,i,1,i,i
O=S1(=O)CCC(N=Nc2c(O)n(Cc3ccccc3)c3ccccc23)C1 (stereo not drawn),-0.1,i,19,35,i,0,i,i,-1,i,i
Cc1noc(C)c1COC(=O)c1ccccc1NC(=O)Cc1ccccc1,-0.2,i,-8,20,i,3,i,i,-28,i,i
O=C1C(=O)N(CCCn2ccnc2)C(c2ccc(Cl)cc2)/C1=C(\O)c1ccc2c(c1)OCCO2 (stereo not drawn),-0.4,i,-44,4,i,-3,i,i,2,i,i
CCn1c(COc2ccc(Cl)cc2)nnc1SCC(=O)Nc1ccc2c(c1)OCCO2,-0.1,i,5,37,i,1,i,i,0,i,i
Cc1ccccc1NC(=O)NCCCN1CCCC1=O,-0.4,i,-37,-23,i,-4,i,i,2,i,i
Cc1c(NC(=O)COC(=O)c2cc3c4ccccc4n(C)c3s2)c(=O)n(-c2ccccc2)n1C,0.5,i,-15,27,i,13,i,i,-2,i,i
O=C(NCc1cccs1)C1CCCN(c2nc3ccccc3o2)C1 (stereo not drawn),0.0,i,-8,-7,i,-5,i,i,1,i,i
CCCN1CCN(C(=O)Cn2cccc2C(=O)c2ccccc2)CC1,-0.1,i,-12,12,i,-1,i,i,3,i,i
Cc1n[nH]c(C)c1CCN(C)Cc1cn(C)nc1-c1ccc2c(c1)OCCO2,0.3,i,-3,26,i,7,i,i,-1,i,i
COC(=O)[C@H](Cc1ccccc1)NC(=O)O[C@H]1C(=O)c2ccc(OC)cc2O[C@@H]1c1ccc2c(c1)OCO2,1.4,i,-13,-17,i,-2,i,i,16,i,i
CC(NC(=O)CCC(=O)NCc1ccc(F)cc1)c1ccccc1 (stereo not drawn),-3.4,i,-11,9,i,0,i,i,4,i,i
O=C(COc1ccc(Cl)cc1Cl)N/N=C1\CCCc2ccccc21,0.6,i,11,-4,i,2,i,i,-8,i,i
CN(C(=O)COC(=O)c1ccc(S(=O)(=O)N2CCOCC2)cc1)C1CCCCC1,-0.2,i,11,29,i,0,i,i,-3,i,i
COc1ccc(CN2C(=O)NC3(CCOc4ccccc43)C2=O)cc1F (stereo not drawn),-0.2,i,-30,8,i,1,i,i,4,i,i
C=CCNC(=O)CC12CC3CC(C1)CC(CC(=O)NCC=C)(C3)C2,0.6,i,-11,-10,i,0,i,i,-11,i,i
CCC(C)Nc1nc2c(c(=O)n(C)c(=O)n2C)n1Cc1ccc(Cl)cc1 (stereo not drawn),-0.5,i,nt,14,i,nt,i,i,-5,i,i
COc1ccc2[nH]c3nc(SCC(=O)Nc4cccc(NC(C)=O)c4)nnc3c2c1,-37,i,-26,-28,i,-9,i,i,7,i,i
Cc1ccc2c(c1)c1c(n2CC(O)Cn2ccnc2C)C(=O)CCC1 (stereo not drawn),-0.1,i,-30,-27,i,3,i,i,-1,i,i
CCCCn1c(N)c(N(CC(C)C)C(=O)c2ccc(F)c(S(=O)(=O)N3CCOCC3)c2)c(=O)[nH]c1=O,-0.3,i,nt,12,i,nt,i,i,6,i,i
Cc1ccc(N(CC(=O)NC2CCCCCC2)S(=O)(=O)c2c(C)nn(C)c2C)cc1,-0.1,i,-22,12,i,-2,i,i,-11,i,i
COC(=O)c1ccc(CSc2nncn2C)cc1,2.0,i,1,-112,i,0,i,i,1,i,i
Cc1nc(C)c(CC(=O)N2CCc3c([nH]c4ccccc34)C2c2ccccn2)s1 (stereo not drawn),0.1,i,-18,-7,i,6,i,i,-12,i,i
CC1CCCN(Cc2nc3c(c(=O)n(C)c(=O)n3C)n2CC(=O)c2ccccc2)C1 (stereo not drawn),-0.3,i,-19,-7,i,-6,i,i,4,i,i
Cc1ccc(/C=N/NS(=O)(=O)c2ccc([N+](=O)[O-])cc2)o1,0.2,i,-26,22,i,-7,i,i,10,i,i
COc1cc2c(C#N)c(N3CCc4ccccc4C3)nc(N)c2c(N)n1,1.3,i,-3,-88,i,-5,i,i,12,i,i
COc1ccc(OCCCC(=O)Nc2cccnc2)cc1,-0.5,i,-46,2,i,-4,i,i,-8,i,i
CCN1C(=O)[C@@H]2[C@@H](c3ccc(-c4ccc(OC)cc4)c(OC)c3)N3CCC[C@@]3(C(=O)OC)[C@@H]2C1=O,-0.2,i,nt,4,i,nt,i,i,4,i,i
CCCC(=O)Nc1c2c(nn1-c1ccc(C)cc1)CS(=O)(=O)C2,0.6,i,-2,-4,i,4,i,i,2,i,i
N#C/C(C(N)=O)=c1/ccc2c(c1)N1C3=C(CCCC3)CC3CCCCC31N=2 (stereo not drawn),-1.4,i,-19,21,-12*,5,i,i,11,i,i

# Profiles as entered above. Order of values: HIF act	TRPC4 agonist	KLF5 inhibitor	aSyn UTR inh	TRPC6 inh	IEC-6 tox	TRPC6 activator	TRPC4 inh	SKKanGAS inh	TRPC4 potent	MrgX1 antag
# Results for COc1ccc2[nH]c3nc(SCC(=O)Nc4cccc(NC(C)=O)c4)nnc3c2c1 → -37	i	-26	-28	i	-9	i	i	7	i	i
# Results for Cc1ccc2c(c1)c1c(n2CC(O)Cn2ccnc2C)C(=O)CCC1 (stereo not drawn) → -0.1	i	-30	-27	i	3	i	i	-1	i	i

# Outcome played no part in choosing rows; any-hit rate near 5.8%.
